DENV2 CPE rescue: inhibitors of DENV2 cytopathic effect. DENV2-infected cells, cytopathic effect rescue, plate reader. CPE inhibition, % at 9.99 µM. actives 1.7% (n = 350,000). AID 651640; in the data active = CPE inhibition above about 20%, passing the limit was not always enough; inconclusive = no clear call, values can overlap the other calls; tested in BHK-21 cells;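 note: 0% = median of neutral control wells and 100% = median of positive control wells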
PglD inh: PglD (C. jejuni) enzyme inhibition; inhibition, % at 12.5 µM; purified PglD enzyme, DTNB colorimetric CoA detection; AID 602405; actives 0.098% (n = 360,000); in the data active = inhibition above about 16%, passing the limit was not always enough; inconclusive = no clear call, values can overlap the other calls; note: strong numbers were not always called active
ERp5 block: ERp5 (human) disulfide isomerase inhibition; inhibition, % at 9.99 µM; ERp5 insulin aggregation, absorbance 650 nm, 90 min; AID 651711; Q15084; actives 0.05% (n = 350,000);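 active = mean replicate inhibition above about 25%, with every replicate also reaching it, limit read from the data, passing the limit was not always enough; inconclusive = only one of those two criteria met; inactive = neither criterion met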
Target sequence (Q15084 whole entry, looked up): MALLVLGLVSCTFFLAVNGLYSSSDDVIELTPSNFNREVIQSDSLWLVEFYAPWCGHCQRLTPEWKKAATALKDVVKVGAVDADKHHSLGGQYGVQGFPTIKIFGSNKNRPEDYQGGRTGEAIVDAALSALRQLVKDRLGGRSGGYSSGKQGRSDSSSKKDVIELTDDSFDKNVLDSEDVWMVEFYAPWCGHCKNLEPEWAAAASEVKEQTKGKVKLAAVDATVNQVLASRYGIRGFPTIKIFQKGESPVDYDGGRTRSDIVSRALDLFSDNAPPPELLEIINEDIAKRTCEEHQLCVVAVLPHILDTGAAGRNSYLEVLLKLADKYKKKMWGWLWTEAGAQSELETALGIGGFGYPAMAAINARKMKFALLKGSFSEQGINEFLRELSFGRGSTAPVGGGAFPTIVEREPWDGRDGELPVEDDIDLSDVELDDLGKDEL
SIRT5 inh: sirtuin-5 (human) deacylase inhibition; AID 652115; Purified SirT5, succinyl-peptide AMC, trypsin-coupled fluorescence; Q9NXA8; inhibition, % at 15 µM; actives 1.1% (n = 330,000); in the data active = inhibition above about 15%; inconclusive = no clear call, values can overlap the other calls
Target sequence (Q9NXA8 whole entry, looked up): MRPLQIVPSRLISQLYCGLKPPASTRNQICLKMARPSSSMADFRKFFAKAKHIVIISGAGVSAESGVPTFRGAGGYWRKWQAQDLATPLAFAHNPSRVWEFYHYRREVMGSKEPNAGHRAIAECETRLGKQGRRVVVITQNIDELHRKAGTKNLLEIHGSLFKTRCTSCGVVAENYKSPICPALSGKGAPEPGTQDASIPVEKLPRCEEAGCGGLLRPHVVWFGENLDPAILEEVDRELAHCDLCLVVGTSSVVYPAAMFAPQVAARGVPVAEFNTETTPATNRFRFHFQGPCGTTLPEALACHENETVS
E-sel inducer: E-selectin induction on HUVECs; P16581; HUVEC E-selectin immunofluorescence imaging; normalized: neutral wells 0, TNF-alpha wells 100; activation, % at 7.58 µM; AID 686992; actives 0.37% (n = 260,000);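 active = mean E-selectin-positive cell signal at least 10% of the positive control, reached in at least 60% of replicates, without over 20% cell loss; inconclusive = no rule given, readout overlaps actives, possibly toxicity-flagged; inactive = the rest, including those meeting only one limit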;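 note: in these data hits start at about 27%; measured in HUVEC primary endothelial cells; signal is the percent of cells scored E-selectin positive by PE staining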
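Test system: HUVEC | Signal: Immunofluorescence imaging | Read-out: Percent E-selectin-positive cells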
C2C12 statin: protects C2C12 myotubes from simvastatin toxicity; AID 602340; actives 0.78% (n = 330,000); rescue of ATP level, % at 7.49 µM; ATP luminescence, 48 h; scaled: DMSO 0, geranylgeraniol control 100;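 active = mean ATP rescue above about 67%, or every replicate alone reaching that limit, limit read from the data, passing the limit was not always enough; inconclusive = no clear call, values can overlap the other calls; inactive = mean under the limit and some replicate under it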;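 note: myotubes were challenged with 10 µM simvastatin during compound exposure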
S100A4 MyoIIA: S100A4-myosin IIA interaction inhibition. S100A4/TAMRA-MyoIIA peptide fluorescence polarization. actives 0.14% (n = 360,000). inhibition, % at 10.7 µM;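 active = mean inhibition of at least 70% across replicates, with every replicate also reaching that level; inconclusive = mean inhibition reaches 70% but some replicates fall short; inactive = mean inhibition below 70%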
Target sequence (P26447 whole entry, looked up): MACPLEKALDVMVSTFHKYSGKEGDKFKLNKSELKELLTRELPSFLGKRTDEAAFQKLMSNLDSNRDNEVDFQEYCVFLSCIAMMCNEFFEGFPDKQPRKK
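Material: S100A4 monomer (human). Medium: Calcium-containing HEPES buffer, pH 7.2. Probe or stimulus: labelled myosin peptide probe, 5 nM. Compound dosing: one concentration per compound. Timing: polarization read 5 min after assay mix addition, stable 5–60 min. Benchmarks: DMSO as neutral control, TFP as positive control.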
The depositor's hits bear a star; ? = inconclusive; / = no result given; & = joins results of further samples.

SMILES	DENV2 CPE rescue	PglD inh	ERp5 block	SIRT5 inh	E-sel inducer	C2C12 statin	S100A4 MyoIIA
O=C(Cn1ccc2ccccc21)Nc1ccc2c(c1)OCO2	1	/	4	3	/	/	24
CCc1nnc(NC(=O)CS(=O)(=O)Cc2ccccc2)s1	-2	/	5	-2	/	5	-3
COc1cccc(C#Cc2cnc3c(c2)C(=O)N([C@@H](C)CO)C[C@H](C)[C@H](CN(C)C)O3)c1	3	0	7	2	-0.3	19	3
CCCCN(C(=O)c1c(CC)noc1C)c1c(N)n(CC(C)C)c(=O)[nH]c1=O	4	5	-15	-2	/	6	-2
C[C@]12CCC(=O)CC1=CCC1C3CC=C(C#N)[C@@]3(C)CC[C@@]12O (some centres undefined)	-5	-11	1	-2	0.4	-11	-2
O=C(CCc1ccccc1Cl)N1CCN(S(=O)(=O)c2ccccc2)CC1	-7	-3	-4	3	/	-11	0
Nc1ccccc1C#Cc1ccccc1	110*	1	0	-1	0.1	16	-6
CCCC#Cc1ccc([C@H]2[C@@H](C#N)N(C(=O)C3CCC3)[C@@H]2CO)cc1	-9	13	-9	-5	-0.5	6	-16
N#Cc1cccc(C#N)c1Oc1ccc(S(=O)(=O)Nc2ccc(Cl)cc2)cc1	-2	/	2	-5	0.0	/	-3
CC(C)CC#Cc1ccc2c(c1)O[C@H](CN(C)S(C)(=O)=O)[C@@H](C)CN([C@H](C)CO)S2(=O)=O	-8	2	2	10	0.7	-24	2
CC1(C(=O)NCCC(F)(F)F)Cc2c(-c3cccc(C(N)=O)c3)ccnc2O1 (centres undefined)	-2	1	4	/	1.0	12	-1
CC=Cc1ccc2n(c1=O)C[C@@H]1[C@@H](CO)[C@H](C(=O)NCc3ccccc3)N(CCC(F)(F)F)[C@H]21 (mixture of isomers)	15	-2	-3	-1	-0.4	1	-7
C[C@@H]1CCCCO[C@H](CN(C)Cc2ccc(C(F)(F)F)cc2)[C@H](C)CN([C@@H](C)CO)C(=O)c2cc(NC(=O)CCC(F)(F)F)ccc2O1	-3	0	-2	5	?	-17	-22
C[C@H]1CN([C@@H](C)CO)C(=O)c2cc(C#CCc3ccccc3)cnc2O[C@H]1CN(C)Cc1ccccc1	7	/	-7	11	0.4	/	24
C=CCC(c1ccccc1)N(C(C)=O)c1ccco1 (centres undefined)	10	-2	3	-4	-0.1	0	5
Clc1ccccc1-c1nnc(CNC2CC2)o1	3	/	-2	-4	1.0	/	-2
CCN(CC)C(=O)CSc1nc2cc3c(cc2c(=O)n1Cc1ccc(OC)cc1)OCO3	-1	0	5	0	-0.1	10	-8
CN(C)CC(=O)Nc1ccc2c(c1)[C@H]1C[C@@H](CC(=O)NCCc3ccccc3)O[C@@H](CO)[C@H]1O2	4	2	0	2	0.2	-1	8
Cc1ccc(NC(=O)CN2CCN(c3ccccn3)CC2)cc1S(=O)(=O)N(C)C	-5	-7	-7	0	0.0	4	4
CCOc1ccc(NC(=S)N2CCC(NC(=O)C3CCCCC3)CC2)cc1	-3	/	0	-2	0.0	-3	4
CC(=O)Nc1ccc(S(=O)(=O)N2CCN=C2SCc2ccc(F)cc2)cc1	15	-5	0	-2	-0.3	-10	-2
CCN(c1ccccc1)S(=O)(=O)c1cccc(C(=O)NCc2ccncc2)c1	-1	-1	-2	3	0.2	-15	3
O=C(NCc1ccccc1)c1cc(C2CCCCN2S(=O)(=O)c2cccs2)on1 (centres undefined)	19	-1	13	/	-0.1	7	-1
COc1ccccc1Cc1c(-c2cccc(Cl)c2)nc2c(C)cc(Br)cn12	-4	/	5	-5	0.3	/	1
C[C@@H]1CN([C@@H](C)CO)C(=O)c2cccc(NC(=O)c3ccncc3)c2O[C@H]1CN(C)C	2	5	2	-18	/	-5	11

3 compounds already listed, ordered by the number in ERp5 block, high to low.
canonical_smiles,DENV2 CPE rescue,PglD inh,ERp5 block,SIRT5 inh,S100A4 MyoIIA
COc1ccccc1Cc1c(-c2cccc(Cl)c2)nc2c(C)cc(Br)cn12,-4,/,5,-5,1
Clc1ccccc1-c1nnc(CNC2CC2)o1,3,/,-2,-4,-2
Cc1ccc(NC(=O)CN2CCN(c3ccccn3)CC2)cc1S(=O)(=O)N(C)C,-5,-7,-7,0,4

(list continues)
SMILES	DENV2 CPE rescue	PglD inh	ERp5 block	SIRT5 inh	E-sel inducer	C2C12 statin	S100A4 MyoIIA
CC(=O)N1CCc2cc(S(=O)(=O)Nc3ccc(C)cc3C)ccc21	0	/	2	1	-0.2	-5	2
C=CCN(C(=O)C1CC(=O)N(C2CCCC2)C1)c1nc(-c2ccc(S(C)(=O)=O)cc2)cs1 (centres undefined)	5	0	4	-2	/	-21	-3
O=S(=O)(c1ccc(F)cc1)N1CCCCN2[C@@H](CO)[C@@H](c3ccc(-c4ccccc4)cc3)[C@@H]2C1	-3	0	-10	4	-0.9	/	-2
CCCC#Cc1ccc([C@@H]2[C@@H](CO)N3CCCCN(S(=O)(=O)c4ccccc4F)C[C@@H]23)cc1	?	1	-3	-1	-0.4	2	-7
CCn1ccnc1CN(C)C(=O)C1CCC(=O)N(Cc2cccc(F)c2)C1 (centres undefined)	-3	0	-1	-4	/	-2	1
C[C@H](CO)N1C[C@H](C)[C@@H](CN(C)S(=O)(=O)c2ccc(Cl)cc2)Oc2c(NC(=O)C3CC3)cccc2C1=O	-12	0	-3	0	-0.5	-23	6
COc1ccccc1N1CCN(S(=O)(=O)c2cc(-c3cc(C)no3)ccc2C(C)C)CC1	-2	-1	5	-10	/	10	-7
Clc1ccc(C2[C@H]3CN(CC4CCCCC4)[C@H](c4ccccc4)C34CC2(c2ccccc2)C4)cn1 (some centres undefined)	14	-3	-5	/	0.4	15	0
O=C(C1CCOCC1)N1C[C@@H]2[C@H](c3ccccc31)[C@H](CO)N2C(=O)Cc1ccccc1	8	0	3	2	0.5	-21	3
COCCN1Cc2cccc(C(=O)Nc3ccc(S(=O)(=O)N4CCCCCC4)cc3)c2C1=O	-5	/	-1	-1	/	/	1
CC1CCCC(C)N1C(=O)COC(=O)Cn1cnc2c1c(=O)n(C)c(=O)n2C (centres undefined)	1	0	3	9	0.3	1	-6
C[C@@H]1CN[C@H](CCO)/C1=C\c1ccccc1	6	-2	4	-6	/	-10	-12
CC(C)c1c(O)nc(SCc2ccc(F)cc2)[nH]c1=O	2	-1	4	-1	/	24	-10
COc1ccc(S(=O)(=O)N2CCN(C(=O)c3ccc(C)o3)CC2)cc1	12	-3	2	-2	/	3	2
CN(C)/C=C(\C#N)S(=O)(=O)c1ccc(Cl)cc1	1	-1	-7	/	23	/	-5
Cc1ccc2nc(-c3cccc(SC4CCCCC4)c3)c(NCc3ccccc3)n2c1	-16&19	-2	3&4	-13	0.4&0.1	-44	-2&-5
Cc1ccc(COC(=O)c2cc([N+](=O)[O-])ccc2N2CCOCC2)cc1	-1	0	2	0	1.0	-9	-4
OC(c1cc(-c2ccc(C(F)(F)F)cc2)nc(C(F)(F)F)c1)C1CCCCN1 (centres undefined)	-8	-2	-8	-3	/	13	-5
COCC(=O)Nc1ccc2c(c1)OC[C@@H](C)N(Cc1ccccn1)C[C@@H](C)[C@@H](OC)CN(C)C2=O	0	-2	1	1	0.0	0	7
O=[N+]([O-])c1ccccc1/C=N/NC1=NCCCCC1	2	/	4	1	-2.9	/	12
CCc1ccc(NC(=O)c2cnc(N3CCN(c4ccccn4)CC3)c3ccccc23)cc1	/	/	4	-8	1.0	/	18
COc1ccc(NCC(=O)Nc2cc(S(=O)(=O)N3CCOCC3)ccc2N2CCOCC2)c(OC)c1	9	/	-1	-5	8.4	5	-6
COc1cc(NC(=O)c2cccc([N+](=O)[O-])c2C)ccc1NC(=O)c1ccco1	8	1	-1	/	/	/	-1
COc1ccc(-c2nnco2)cc1OC	/	2	/	/	-1.3	-14	/
CC1(c2nnnn2Cc2ccccc2)CCC(=O)N1CCc1ccccc1F (centres undefined)	-8	/	-2	/	0.1	/	6

Grouped by structure: the entries above containing a furan ring, fused or not (three)
SMILES	DENV2 CPE rescue	PglD inh	ERp5 block	SIRT5 inh	E-sel inducer	C2C12 statin	S100A4 MyoIIA
C=CCC(c1ccccc1)N(C(C)=O)c1ccco1 (centres undefined)	10	-2	3	-4	-0.1	0	5
COc1ccc(S(=O)(=O)N2CCN(C(=O)c3ccc(C)o3)CC2)cc1	12	-3	2	-2	/	3	2
COc1cc(NC(=O)c2cccc([N+](=O)[O-])c2C)ccc1NC(=O)c1ccco1	8	1	-1	/	/	/	-1

The list continues:
SMILES	DENV2 CPE rescue	PglD inh	ERp5 block	SIRT5 inh	E-sel inducer	C2C12 statin	S100A4 MyoIIA
COc1cc(/C=C/C(=O)OCC(=O)c2ccc3c(c2)NC(=O)CO3)ccc1OC(F)F	-3	3	-8	-3	/	-15	-1
CC1CN(c2ccc(Cl)nn2)CC(C)O1 (centres undefined)	10	/	2	-2	1.7	/	-2
C[C@@H]1CN([C@H](C)CO)C(=O)c2ccccc2-c2ccccc2CO[C@H]1CN(C)C(=O)Nc1ccc2c(c1)OCO2	-3	0	4	/	-3.0	/	-5
CCCCS(=O)(=O)N1CCN(S(=O)(=O)c2ccc(Cl)s2)CC1	-7	7	3	-4	0.7	-8	-3
CCOC(=O)C1(CCOc2ccccc2)CCN(Cc2ccc(OC)c(O)c2)CC1	?	0	1	-3	-0.8	-17	-1
CCCC#Cc1ccc2c(c1)O[C@H](CN(C)C(=O)c1cnccn1)[C@H](C)CN([C@H](C)CO)S2(=O)=O	-6	0	8	-5	-0.3	11	12
COc1ccc(-c2nc3n(c(=O)c2C#N)CCS3)c(OC)c1	-5	1	5	-2	0.2	3	-2
Cc1ccc2cc(/C=N/NC(=O)c3ccccc3[N+](=O)[O-])c(Cl)nc2c1	-2	-14	3	1	0.2	-8	0
CCOc1ccc(C(=O)NCc2cccnc2)cc1[N+](=O)[O-]	18	/	0	1	/	/	9
CCOC(=O)c1sc(NC(=O)C2C3C=CC(C3)C2C(=O)O)nc1C (centres undefined)	-3	5	-3	1	/	-1	11
O=[N+]([O-])c1ccc(N2N=C(c3ccccc3)CC2c2ccccc2O)cc1 (centres undefined)	1	/	4	-1	/	/	-22
O=c1nccc(Nc2ccccc2)[nH]1	-4	-5	6	2	0.3	-2	14
Cc1nc2cc(C(=O)NCc3ccc4c(c3)OCO4)ccc2n1-c1ccc(Br)cc1	-1	/	2	-6	0.0	/	-1
CCC(=O)N1CC2(C1)[C@H](c1ccc(-c3ccc(F)cc3)cc1)[C@H](CO)N2S(C)(=O)=O	12	/	1	-2	-0.1	/	15
CCc1nnc(NC(=O)CSc2nc(C)c3c(c2C#N)CCCC3)s1	0	-2	4	-19	/	4	0
CCNC(=O)/C(=C/c1cccc([N+](=O)[O-])c1)NC(=O)c1ccc(C)cc1	7	/	1	-1	0.2	6	-2
CC=Cc1ccc2n(c1=O)C[C@H]1[C@H](CO)[C@@H](C(=O)Nc3ccc(-c4ccccc4)cc3)N(C(=O)CC)[C@@H]21 (mixture of isomers)	1	2	-1	-1	0.4	18	11
CC1(C)CC(NNCCC#N)=CC(=[N+]2CCCC2)C1	-1	/	-1	3	-1.4	1	-24
CN1CCN(C2=NCCO2)CC1	-3	1	-1	-1	0.6	5	-1
C[C@@H]1CN([C@H](C)CO)C(=O)c2cc(C#CC3CCCC3)cnc2O[C@H]1CN(C)S(=O)(=O)c1cccc(F)c1	?	-1	-4	9	0.1	29	7
CC(=O)n1cc([C@@H]2C=C(C(=O)N3CCN(C)CC3)O[C@H](OCc3ccc(CO)cc3)C2)c2ccccc21	-7	-6	8	/	0.3	3	1
COc1ccc(S(=O)(=O)Nc2ccc3c(c2)C(=O)N([C@@H](C)CO)C[C@@H](C)[C@H](CN(C)Cc2ccc4c(c2)OCO4)OCCCC[C@@H](C)O3)cc1	56*	-2	-2	4	2.1	54	-30

Compound activity (PubChem)

An excerpt; count on the stated rates, not on these rows.
